B2AR arrestin = beta2AR (human) beta-arrestin recruitment activity. P07550. beta-arrestin recruitment to beta2AR, cell-based reporter. Potency, µM (highest dose often 46.1 µM), inactives show at the highest dose activation, usual class: activators. 0.02% of 330,000 active. AID 492947;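 note: potency is the fitted concentration of half-maximal effect; 0% = DMSO controls and full agonism = EC100 isoproterenol or metaproterenol; nearly all actives have a fitted effect of over 65% in size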
Target sequence (P07550 whole entry, looked up): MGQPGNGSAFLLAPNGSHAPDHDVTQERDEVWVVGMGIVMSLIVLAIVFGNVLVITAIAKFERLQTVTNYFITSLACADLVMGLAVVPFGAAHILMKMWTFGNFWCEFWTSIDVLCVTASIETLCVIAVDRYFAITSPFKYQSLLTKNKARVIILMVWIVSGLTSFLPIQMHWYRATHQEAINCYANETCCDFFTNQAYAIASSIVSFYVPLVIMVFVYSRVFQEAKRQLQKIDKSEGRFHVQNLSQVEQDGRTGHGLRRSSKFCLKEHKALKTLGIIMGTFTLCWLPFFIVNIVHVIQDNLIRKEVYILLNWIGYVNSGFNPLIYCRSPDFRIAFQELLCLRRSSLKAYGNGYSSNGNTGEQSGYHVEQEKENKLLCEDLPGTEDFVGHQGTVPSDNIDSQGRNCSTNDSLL
ELG1 DNA repair = inhibitors of ELG1-dependent DNA repair in HEK293T cells; Potency, µM (top dose mostly 46.1 µM), for inactives: at the top dose activity change, negative = inhibition, actives largely listed as inhibitors; 2.3% of 330,000 active; HEK293T ELG1-luciferase reporter, luminescence, 16 h; DNA damage induced by 5-fluorouridine; note: potency is the fitted concentration of half-maximal effect; % is set by controls: 0 for no effect and ±100 for the full control effect; nearly all actives have a fitted effect of over 55% in size
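HEK293T cells expressing luciferase-tagged ELG1 (2,000/well) received 5-Fluorouridine plus compound or DMSO for 16 hr at 37 °C. Luciferase was read by ONE-Glo luminescence after 30 min at room temperature.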
uPA surface inh = cell surface uPA generation inhibition; cell surface uPA generation assay, qHTS; Potency, µM (top dose mostly 38.3 µM), for inactives: at the top dose activity change, negative = inhibition, actives largely listed as inhibitors; 0.31% of 330,000 active; AID 540303; active = well fitted inhibition curve with a large enough effect; inconclusive = small, poorly fitted or top-dose-only effect; inactive = no such curve, though single readings can be large or run the other way; tested in mouse RAW 264.7 cells; note: potency is the fitted concentration of half-maximal effect; % is set by controls: 0 for no effect and ±100 for the full control effect; nearly all actives have a fitted effect of over 55% in size
USP2a inh = inhibitors of human ubiquitin-specific protease USP2a; O75604; USP2 core, Ub-CHOP2 coupled fluorogenic reporter, 485/531; Potency, µM (top dose mostly 38.3 µM), inactives show at the highest dose activity change, negative = inhibition, most hits filed as inhibitors; 0.01% of 330,000 active; AID 463254;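 note: potency is the fitted concentration of half-maximal effect; plate controls were DMSO wells for no effect and full inhibition by NEM control for full effect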
Target sequence (O75604 whole entry, looked up): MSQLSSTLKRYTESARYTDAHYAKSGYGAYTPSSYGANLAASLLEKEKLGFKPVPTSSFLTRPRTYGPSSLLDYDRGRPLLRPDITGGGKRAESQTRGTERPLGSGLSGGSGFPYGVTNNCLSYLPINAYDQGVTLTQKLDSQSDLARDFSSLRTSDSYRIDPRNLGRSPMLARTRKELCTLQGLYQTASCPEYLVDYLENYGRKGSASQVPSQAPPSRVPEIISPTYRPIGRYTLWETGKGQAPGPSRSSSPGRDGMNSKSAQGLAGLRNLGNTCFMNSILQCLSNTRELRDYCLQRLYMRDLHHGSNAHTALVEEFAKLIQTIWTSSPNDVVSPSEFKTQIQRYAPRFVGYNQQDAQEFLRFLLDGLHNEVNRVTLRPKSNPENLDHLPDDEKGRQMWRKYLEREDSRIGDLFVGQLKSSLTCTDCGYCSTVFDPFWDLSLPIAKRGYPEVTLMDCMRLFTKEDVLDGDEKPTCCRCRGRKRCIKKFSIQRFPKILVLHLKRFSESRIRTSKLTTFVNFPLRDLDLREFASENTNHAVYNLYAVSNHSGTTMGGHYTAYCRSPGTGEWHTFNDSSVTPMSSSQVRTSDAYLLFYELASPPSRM
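Cell-free coupled assay: 10nM USP2 core preincubated 30min RT with compound in Tris-HCl pH 8.0/CaCl2/CHAPS buffer, then 25nM Ub-CHOP2 and 25nM reporter substrate; fluorescence (Ex 485/Em 531) read after 60min RT, normalized to NEM inhibition, concentration-response curves fitted.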
Eya2 inh = blocks the phosphatase activity of human Eya2. O00167. recombinant Eya2, OMFP fluorescence dephosphorylation (OMFP is methylfluorescein phosphate). Potency, µM (titrated, usually from 76.9 µM), without a hit: at the top dose activity, negative = inhibition, actives largely listed as inhibitors. 0.006% of 330,000 active. AID 488837; note: potency is the fitted concentration of half-maximal effect; % is set by controls: 0 for no effect and ±100 for the full control effect
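Eya2 (0.2 uM) preincubated 10 min at ambient with compound, then OMFP substrate added at 50 uM; 10 min reaction in 50 mM HEPES pH 7.5, 50 mM NaCl, 5 uM MgCl2, 0.05% BSA, 1 mM DTT. Fluorescence read at Ex 485/Em 525 nm.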
Mito fusion act = blocks mitochondrial division or promotes mitochondrial fusion. Potency, µM (highest dose often 46.1 µM), for inactives: at the highest dose growth rescue (activation), hits mostly activators. S. cerevisiae fusion-defective mutant growth rescue, CellTiterGlo 48 h. 0.23% of 320,000 active;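 note: potency is the fitted concentration of half-maximal effect; % of control where 0% means no effect; nearly all actives have a fitted effect of over 45% in size; temperature-sensitive fusion mutants such as fzo1-1 at 37 °C on non-fermentable ethanol glycerol medium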
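S. cerevisiae fusion-defective temperature-sensitive mutants (e.g. fzo1-1, mgm1-5) grown 48 h at 37C in YPEG (ethanol/glycerol non-fermentable) medium with 23 nl compound per well; growth rescue read as CellTiterGlo luminescence.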
Chronic BCR inh = chronic active BCR signaling inhibition. 0.05% of 340,000 active. Potency, µM (top dose mostly 46.1 µM), for inactives: at the top dose ratio change, negative = lower green/red ratio, usual class: inhibitors. ABC-DLBCL IkBa-CBG/CBR reporter, luminescence ratio, 4 h; active = well fitted inhibition curve with a large enough effect in the signal ratio, with a control signal flat, not every such curve was filed as active; inconclusive = small, poorly fitted or top-dose-only effect, or effect the other way, or a change in a side signal; the % refers to the signal ratio;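 note: potency is the fitted concentration of half-maximal effect; plate controls were basal doxycycline-induced cells for no effect and cells given 10 µM MG132 for full effect; MG132 reads +100%, hits lower the ratio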
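Cell line TMD8 (human ABC DLBCL), stably expressing tet-inducible CBG68-IkBa fusion and CBR; IMDM/0.5% FBS; cpd up to 46 uM; dox induction, 4 h, 37C/5% CO2; dual luminescence; green/red ratio; MG132 control.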
TCR activator = T cell receptor activation; primary human leukocytes, anti-CD3, IL-2 HTRF, 48 h; Potency, µM (top dose mostly 9.22 µM), without a hit: at the highest dose activation of IL-2 secretion, actives largely listed as activators; 330,000 tested, under 10 active; AID 504894; note: % of control where 0% means no effect
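Activity was scored as IL-2 release from primary human leukocytes given only a TCR signal (a-CD3 beads) plus compound for 48 hr. Detection used a two-antibody HTRF format read at 665nm.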
PTAP TSG101 blk = blocks PTAP/TSG101 interaction to inhibit HIV-1 budding. 340,000 tested, under 10 active. AID 493005. Potency, µM (highest dose often 115 µM), inactives show top-dose activity change, negative = inhibition, hits mostly inhibitors. Fluorescence polarization, FITC-PTAP peptide / Tsg101 binding; active = well fitted inhibition curve with a large enough effect in the main read-out, with a control signal flat, not every such curve was filed as active; inconclusive = small, poorly fitted or top-dose-only effect, or effect the other way, or a change in a side signal; inactive = no such curve, though single readings can be large or run the other way; note: potency is the fitted concentration of half-maximal effect; % of control where 0% means no effect
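Tsg101 binding domain (10 uM final) was mixed with compound and a FITC-labeled PTAP peptide (50 nM final) in HEPES pH 7.5 buffer with NaCl, Tween 20, EDTA and TCEP; fluorescence polarization was read after 20 min at r.t.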
TSHR antag = human thyrotropin receptor antagonism; TSHR-expressing cells, TSH-stimulated cAMP HTRF, 2 h; hits give low values; P16473; 0.2% of 330,000 active; activity change, negative = inhibition, % at 11.5 µM;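 active = activity change below a set negative limit, meaning inhibition stronger than a set level, cut at about -70% in these data; inconclusive = activity change between two set negative limits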; note: % is set by controls: 0 for no effect and ±100 for the full control effect
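TSHR-expressing cells, 200/well, pre-treated with compound, then stimulated with EC80 TSH (4nM final) for 2 hours at 37 deg C. cAMP measured by competitive HTRF: anti-cAMP cryptate antibody in lysis buffer plus cAMP-d2, read after 30 minutes at room temperature.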
Tb PFK block = T. brucei PFK enzyme inhibition | O15648 | T. brucei PFK, ADP-Glo luminescence | Potency, µM (doses to about 57.5 µM), without a hit: at the top dose activity, negative = inhibition, usual class: inhibitors | 0.17% of 330,000 active | AID 485367;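 note: potency is the fitted concentration of half-maximal effect; 0% = uninhibited 1x PFK enzyme wells and -100% = no-enzyme wells; nearly all actives have a fitted effect of over 60% in size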
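In TEA buffer at pH 8.0 with 5 mM MgCl2, enzyme (1.25 nM) converted F6P (0.5 mM) and ATP (0.1 mM) for 45 min at room temperature. ADP product was read by luciferase luminescence.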
The depositor's hits bear a star; ? = inconclusive; · = no result given; [ ] = dose if it differs, or a comment. Unless noted, calls come from the whole dose curve; as a rule, active = well fitted curve in the direction sought with a large enough effect; inconclusive = small, poorly fitted or top-dose-only effect, or another doubt; inactive = no such curve, though single readings can be large; an effect the other way counts as inactive or inconclusive.

structure | B2AR arrestin | ELG1 DNA repair | uPA surface inh | USP2a inh | Eya2 inh | Mito fusion act | Chronic BCR inh | TCR activator | PTAP TSG101 blk | TSHR antag | Tb PFK block
COc1cccc(CC(=O)Nc2cc(S(=O)(=O)N3CCCCC3)ccc2C)c1 | -0.4% | -19% | -3% | -1% | 4% | -5% | -17% | 3% | -11% | -4 | 4%
COc1ccccc1CNC(=O)c1cc(-c2ccccc2C)nn1CC1CC(c2cccnc2)=NO1 (configuration not stated) | -0.5% | ? | 17% | 2% | -16% | 17% | -3% | -2% | 0% | 2 | -8%
CCOC(=O)C1CCN(S(=O)(=O)c2ccc(C)c(C(=O)NC3CCCCC3)c2)CC1 | 0.3% | 3% | 0% | 0% | 6% | -1% | 1% | -4% | -1% | 3 | 1%
Nc1n[nH]c(N)c1N=Nc1ccc(Cl)cc1 | -0.3% | ? | -7% | 0% | 0% | -3% | ? | 4%[46.1 µM] | 0% | -14 | 4%
Nc1nc(-n2cnnc2)nn1-c1ccccc1 | 0.2% | 11% | 5% | 3% | 5% | 6% | ? | -15% | -6% | 10 | 6%
CCC[n+]1c2ccccc2cc2ccccc21 | -0.1% | 23µM* | -16% | 5% | 5% | -29% | -15% | 1% | -9% | -1 | -1%
OCC1CCCN(Cc2ccc(-c3ccccc3)cc2)C1 (configuration not stated) | -0.4% | ? | · | 4% | -4% | 3% | -9% | 9% | 5% | 2 | -1%
Cc1cc(=O)oc2c(C)c(OCC(=O)NCCCn3ccnc3)ccc12 | -0.1% | 13% | 2% | 1% | 0% | -4% | -1% | 0% | -3% | -2 | 1%
COc1ccc(C(=O)Cn2cnc3ccccc3c2=O)cc1 | 0.3% | ? | 0% | -1% | 9% | -3% | ? | -1% | 2% | 0 | 4%
Brc1cccc(OCCn2ccnc2)c1 | -0.2% | -6% | -3% | -4% | 14% | 1% | -10% | -3% | -7% | 9 | 21µM*
COc1cccc(/C=C2\SC(=S)N(CCCC(=O)N3CCCC3)C2=O)c1 | 0.3% | -17% | -9% | -2% | -8% | 1% | ? | -11% | -2% | -30 | -1%
CNC(=O)COC(=O)Cc1ccc(Cl)cc1 | 0.0% | 7% | -4% | 1% | 13% | 0% | 1% | 6% | -5% | 13 | -4%
CC(C)CNC(=S)N1CCN(c2nc3ccccc3s2)CC1 | -0.5% | -17% | -52% | 1% | 3% | -4% | ? | 2% | 0% | -8 | 0%
CC1(N(O)/C=C2\C=CC=CC2=O)CCCCC1=O (configuration not stated) | -0.2% | -4% | 3% | 1% | 0% | 0% | 4% | 1% | -3% | 0 | -2%
COc1ccccc1C(=O)n1nc(-c2ccco2)nc1SC | -1.6% | 13% | -4% | 3% | 3% | -13% | -5% | -2% | -6% | 13 | -6%

A draw from above in order of heavy-atom count, highest first.
structure | B2AR arrestin | ELG1 DNA repair | uPA surface inh | USP2a inh | Eya2 inh | Mito fusion act | Chronic BCR inh | TCR activator | PTAP TSG101 blk | TSHR antag | Tb PFK block
CCOC(=O)C1CCN(S(=O)(=O)c2ccc(C)c(C(=O)NC3CCCCC3)c2)CC1 | 0.3% | 3% | 0% | 0% | 6% | -1% | 1% | -4% | -1% | 3 | 1%
Cc1cc(=O)oc2c(C)c(OCC(=O)NCCCn3ccnc3)ccc12 | -0.1% | 13% | 2% | 1% | 0% | -4% | -1% | 0% | -3% | -2 | 1%
CCC[n+]1c2ccccc2cc2ccccc21 | -0.1% | 23µM* | -16% | 5% | 5% | -29% | -15% | 1% | -9% | -1 | -1%

Next results follow.
structure | B2AR arrestin | ELG1 DNA repair | uPA surface inh | USP2a inh | Eya2 inh | Mito fusion act | Chronic BCR inh | TCR activator | PTAP TSG101 blk | TSHR antag | Tb PFK block
COc1cc(Cn2nnc3ccccc32)ccc1O | -0.3% | 4% | -16% | 0% | -4% | -4% | -6% | 1% | -2% | -4 | 1%
COc1ccc(NC(=O)c2ccco2)cc1NC(=O)c1cccs1 | 0.2% | -4% | · | 2% | 1% | 10% | -6% | -4% | -2% | -1 | -6%
O=C(NCc1ccccc1)C1CCCN1S(=O)(=O)c1ccc(Cl)cc1 (configuration not stated) | -0.2% | 5% | ? | -1% | -8% | 1% | 0% | -1% | -1% | -2 | -1%
Cc1cccc(C2CC(c3ccccc3)Nc3ncnn32)c1 (configuration not stated) | -0.2% | -5% | ? | 2% | -9% | -3% | 0% | 2% | 2% | -15 | -1%
O=C(O)CC(CC(=O)Nc1ccc(F)c(Cl)c1)c1ccc(Cl)cc1Cl (configuration not stated) | 0.4% | -3% | 6% | 1% | -22% | -3% | 3% | -9% | -1% | -2 | -5%
COc1ccc(Br)c(-c2nc(CS(=O)(=O)c3ccc(F)cc3)no2)c1 | 4.0% | -7% | 3% | -7% | 12% | -18% | ? | -2% | -5% | 10 | -5%
CNC(=O)C1CC(=O)N(c2ccc(OCC(=O)Nc3ccc(OC)cc3)cc2)C1 (configuration not stated) | -0.9% | 3% | -15% | 2% | 10% | -5% | 1% | 6% | -1% | 8 | 0%
COc1ccc(OC)c(NC2c3ccccc3C(=O)N2Cc2ccc3c(c2)OCO3)c1 (configuration not stated) | -0.1% | -5% | -3% | 0% | -12% | 10% | 0% | -1% | -4% | -29 | -3%
CCn1c(Cn2nnc(-c3ccccc3)n2)nnc1SCC(=O)Nc1cccc(C(C)=O)c1 | 0.3% | ? | 4% | 0% | 2%[15.4 µM] | 1% | 1% | -4% | -8% | -2 | -2%
O=C(COC(=O)c1ccccc1C(=O)c1ccccc1)NCCc1ccc(Cl)cc1Cl | -0.3% | -14% | -5% | 3% | -7% | ? | ? | 1%[46.1 µM] | 2% | -10 | 0%
COc1ccc(C2C(C(=O)Nc3cccnc3)=C(C)Nc3nc(-c4ccco4)nn32)cc1 (configuration not stated) | -0.2% | 10% | 2% | -2% | 3% | 0% | -7% | 0% | -2% | 6 | -4%
CN(C(=O)COC(=O)C12CC3CC(CC(Cl)(C3)C1)C2)C1(C#N)CCCCC1 | 0.2% | 4% | -1% | 3% | -12% | 8% | 1% | 1% | -4% | 3 | -3%
O=C(Nc1ccccc1N1CCOCC1)c1ccc(S(=O)(=O)NCc2ccco2)cc1 | 0.3% | -20% | -3% | -4% | 0% | -6% | -13% | -2% | -4% | -77* | -2%
Cc1cc(NC(=O)CSc2ncc(CO)n2Cc2ccc(F)cc2)no1 | 2.9% | 5% | 3% | 5% | 3% | -2% | -11% | 13% | -4% | -2 | -4%
COC(=O)c1c(NC(=O)CN2C(=O)NC3(CCC(C(C)(C)C)CC3)C2=O)sc2c1CCCCC2 (configuration not stated) | 0.1% | -3% | 0% | 2% | -4% | 7% | 4% | -1%[46.1 µM] | 1% | 18 | 4%
COc1ccc(CNC(=O)[C@H](C)N2C(=O)N3CCc4c([nH]c5ccccc45)[C@@]3(C)C2=O)cc1OC | -0.9% | ? | -10% | 3% | -22% | 2% | -1% | 2% | 0% | 26 | 7%
Cc1ccc(NC(=O)CN(C)C(=O)c2ccc(S(=O)(=O)N(C)c3ccccc3)cc2)cc1 | 0.1% | 0% | 3% | 4% | 7% | 1% | 3% | 1% | -2% | 4 | 1%
c1ccc(N2CCN(c3cnccn3)CC2)nc1 | -0.4% | 4% | -7% | 1% | 17% | 3% | 5% | 3% | -6% | -6 | -3%
CCN(CCNC(=O)C1CC(=O)N(CCc2ccccc2)C1)c1ccccc1 (configuration not stated) | -0.3% | -2% | -3% | -1% | -2% | 3% | 21% | 2% | 0% | -6 | -1%
O=C(c1cc(-c2cccs2)nc2ccccc12)N1CCN(c2ccccc2O)CC1 | -0.2% | ? | -3% | -10% | 1% | ? | ? | -8% | -2% | 11 | -2%

Screening data from PubChem BioAssay.
